Source: PubChem (The Scripps Research Institute Molecular Screening Center)
TEAD-YAP inh: TEAD-YAP interaction inhibition; actives 1.4% (n = 640,000); HEK-TIYL cells, TEAD-Gal4/YAP UAS-luciferase luminescence; AID 1259422; inhibition, % at 9.12 µM; in the data active = inhibition above about 32%;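 also: 0% = median of test compound wells and 100% = reference inhibitor wells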
GPR151 activ: activates the human receptor GPR151; actives 1% (n = 650,000); Q8TDV0; PathHunter beta-arrestin GPR151 cells, luminescence; AID 1508602; activation, % at 11.2 µM; in the data active = activation above about 4.9%;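 also: 0% = median of compound wells and 100% = cells with positive control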
Target sequence (Q8TDV0 whole entry, looked up): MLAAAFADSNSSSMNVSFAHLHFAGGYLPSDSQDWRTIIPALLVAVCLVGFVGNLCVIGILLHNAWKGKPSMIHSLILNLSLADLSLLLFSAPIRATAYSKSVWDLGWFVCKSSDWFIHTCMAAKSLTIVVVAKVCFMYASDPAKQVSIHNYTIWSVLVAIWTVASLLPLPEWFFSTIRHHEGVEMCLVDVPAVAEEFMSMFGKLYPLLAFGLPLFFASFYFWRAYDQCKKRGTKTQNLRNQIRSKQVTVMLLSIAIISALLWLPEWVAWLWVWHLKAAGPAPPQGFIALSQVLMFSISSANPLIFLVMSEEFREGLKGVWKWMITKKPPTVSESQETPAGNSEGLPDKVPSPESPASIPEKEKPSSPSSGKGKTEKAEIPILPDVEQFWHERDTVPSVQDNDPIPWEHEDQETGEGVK
FBW7 activator: activators of human E3 ligase FBW7 | AlphaScreen FBW7–phospho-cyclin E peptide binding, activator screen | normalized activity (activation), % at 26.1 µM | actives 0.13% (n = 650,000) | AID 1259310; in the data active = normalized activity above about 1.9%;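 also: purified mutant Fbw7 with reduced substrate affinity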
MITF primary: inhibitors of human MITF. O75030. AlphaScreen MITF homodimerization, bead proximity signal. inhibition, % at 2.6 µM. actives 0.91% (n = 650,000). AID 1259374; in the data active = inhibition above about 50%;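 also: 0% = vehicle wells with protein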
Target sequence (O75030 whole entry, looked up): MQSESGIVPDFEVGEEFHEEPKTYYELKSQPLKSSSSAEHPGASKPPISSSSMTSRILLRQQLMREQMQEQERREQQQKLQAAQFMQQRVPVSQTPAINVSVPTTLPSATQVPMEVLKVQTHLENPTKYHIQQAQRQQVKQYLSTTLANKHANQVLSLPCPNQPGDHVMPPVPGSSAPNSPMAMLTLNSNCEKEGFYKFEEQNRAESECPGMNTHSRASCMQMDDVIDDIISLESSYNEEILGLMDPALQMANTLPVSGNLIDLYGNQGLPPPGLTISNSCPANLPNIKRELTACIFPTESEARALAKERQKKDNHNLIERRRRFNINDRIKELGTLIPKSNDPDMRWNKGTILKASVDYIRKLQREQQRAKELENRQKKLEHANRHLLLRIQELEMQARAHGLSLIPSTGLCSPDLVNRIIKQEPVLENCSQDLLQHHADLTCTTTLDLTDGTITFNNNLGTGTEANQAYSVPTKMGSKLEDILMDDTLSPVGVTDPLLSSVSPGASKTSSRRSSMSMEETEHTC
* = called active by the depositor.

How did COC(=O)C1CN(C(=O)c2ccc(C(C)(C)C)cc2)c2ccccc2O1 (stereo not given) do in these assays?
TEAD-YAP inh: -4.5; GPR151 activ: -0.2; FBW7 activator: 0.1; MITF primary: 6.3

Results for COc1ccc(CCN2C(=O)CC(C(=O)O)SC2=Nc2ccc(Cl)cc2)cc1OC (stereo not given) ?
TEAD-YAP inh: 7.7; GPR151 activ: -0.2; FBW7 activator: 0.4; MITF primary: 10.0

How did CCOC(=O)c1c(N2C(N)=C(C#N)C(c3ccc(Cl)cc3)C3=C2CC(C)(C)CC3=O)sc2c1CCCC2 (stereo not given) do in these assays?
TEAD-YAP inh: 0.7; GPR151 activ: -0.2; FBW7 activator: 0.1; MITF primary: 5.5

How did CCCCN(C)Cc1c(O)ccc2c3c(c(=O)oc12)CCC3 do in these assays?
TEAD-YAP inh: 3.4; GPR151 activ: -0.7; FBW7 activator: -0.6; MITF primary: 11.2

What do the screens show for `COCCOC(=O)C1=C(C)N=c2s/c(=C3\C(=O)N(C)c4ccccc43)c(=O)n2C1c1ccc(OC(=O)c2ccco2)cc1` (stereo not given)?
TEAD-YAP inh: 3.5; GPR151 activ: 0.2; FBW7 activator: -0.1; MITF primary: 10.5

How did O=C1c2ccc(-c3nc4ccccc4o3)cc2C(=O)N1CC1CCCO1 (stereo not given) do in these assays?
TEAD-YAP inh: -16.4; GPR151 activ: 0.1; FBW7 activator: -0.1; MITF primary: 0.7

Results for FC(F)(F)c1ccc(-c2nnc3ccc4ccccc4n23)cc1 ?
TEAD-YAP inh: 1.5; GPR151 activ: 0.5; FBW7 activator: -0.2; MITF primary: 10.8

How did O=C(NCCCN1CCCCC1)C1C2C=CC3(CN(Cc4cccs4)C(=O)C13)O2 (stereo not given) do in these assays?
TEAD-YAP inh: 4.6; GPR151 activ: 0.7; FBW7 activator: 0.0; MITF primary: -6.2

How did CCC(=O)N1CCN(c2ccc([N+](=O)[O-])c(NCCc3ccc(OC)c(OC)c3)c2)CC1 do in these assays?
TEAD-YAP inh: 31.4; GPR151 activ: 1.6; FBW7 activator: 0.0; MITF primary: 10.2

How did CC1CCN(CC(=O)Nc2sc3c(c2C#N)CCC3)CC1 do in these assays?
TEAD-YAP inh: 2.4; GPR151 activ: -0.4; FBW7 activator: 0.0; MITF primary: 18.6

Continued, starting with the last 5 of the part before.
How did O=C1c2ccc(-c3nc4ccccc4o3)cc2C(=O)N1CC1CCCO1 (stereo not given) do in these assays?
TEAD-YAP inh: -16.4; GPR151 activ: 0.1; FBW7 activator: -0.1; MITF primary: 0.7

Results for FC(F)(F)c1ccc(-c2nnc3ccc4ccccc4n23)cc1 ?
TEAD-YAP inh: 1.5; GPR151 activ: 0.5; FBW7 activator: -0.2; MITF primary: 10.8

How did O=C(NCCCN1CCCCC1)C1C2C=CC3(CN(Cc4cccs4)C(=O)C13)O2 (stereo not given) do in these assays?
TEAD-YAP inh: 4.6; GPR151 activ: 0.7; FBW7 activator: 0.0; MITF primary: -6.2

How did CCC(=O)N1CCN(c2ccc([N+](=O)[O-])c(NCCc3ccc(OC)c(OC)c3)c2)CC1 do in these assays?
TEAD-YAP inh: 31.4; GPR151 activ: 1.6; FBW7 activator: 0.0; MITF primary: 10.2

How did CC1CCN(CC(=O)Nc2sc3c(c2C#N)CCC3)CC1 do in these assays?
TEAD-YAP inh: 2.4; GPR151 activ: -0.4; FBW7 activator: 0.0; MITF primary: 18.6

What do the screens show for `COc1cccc(OC)c1C(=O)Nc1sc2c(c1C(N)=O)CCC(C(C)(C)C)C2` (stereo not given)?
TEAD-YAP inh: -11.7; GPR151 activ: -1.0; FBW7 activator: 0.4; MITF primary: -11.7

What do the screens show for `CC1=CCC2C(=O)N(c3ccccc3OC(=O)c3ccccc3Cl)C(=O)C2C1` (stereo not given)?
TEAD-YAP inh: -5.8; GPR151 activ: -0.4; FBW7 activator: -0.1; MITF primary: 4.0

How did C/C(=N\NC(=O)COc1ccccc1Cl)c1ccco1 do in these assays?
TEAD-YAP inh: -14.0; GPR151 activ: 0.9; FBW7 activator: -0.1; MITF primary: -1.5

What do the screens show for `COc1ccc(Nc2nc(NCc3cccc(C(F)(F)F)c3)c3cc(OC)c(OC)cc3n2)cn1`?
TEAD-YAP inh: 16.9; GPR151 activ: -0.3; FBW7 activator: -0.1; MITF primary: 10.9

Results for CCCC1(C(=O)O)NC(c2cccc(OC)c2O)C2C(=O)N(c3ccccc3)C(=O)C21 (stereo not given) ?
TEAD-YAP inh: -9.0; GPR151 activ: -1.0; FBW7 activator: -0.1; MITF primary: -22.1

What do the screens show for `COc1ccccc1C1C(C(=O)OCCc2ccccc2)=C(C)NC2=C1C(=O)CC(c1ccc(Cl)cc1)C2` (stereo not given)?
TEAD-YAP inh: -2.1; GPR151 activ: -0.1; FBW7 activator: 0.1; MITF primary: -5.8

What do the screens show for `CCOc1ccc(Nc2nc(-c3c(C)nc4ncccn34)cs2)cc1`?
TEAD-YAP inh: 58.4*; GPR151 activ: 0.7; FBW7 activator: 0.0; MITF primary: -6.1

How did O=C1NCCN(Cc2cccc(Oc3ccccc3)c2)C1CC(=O)N1CCCO1 (stereo not given) do in these assays?
TEAD-YAP inh: 0.2; GPR151 activ: 1.1; FBW7 activator: -0.1; MITF primary: -19.9

Results for O=C(NO)C12CC3CC(CC(C3)C1)C2 ?
TEAD-YAP inh: 0.1; GPR151 activ: 0.4; FBW7 activator: -0.3; MITF primary: 4.3

Results for CCC[C@@H]1NC(=O)[C@@H]2C[C@H](NC(=O)c3cc(F)ccc3F)CN2C1=O ?
TEAD-YAP inh: -5.9; GPR151 activ: -0.3; FBW7 activator: -0.1; MITF primary: -0.7

What do the screens show for `COc1ccc(N2CC(NC(=O)NCCn3c(C)cc4ccccc43)CC2=O)cc1OC` (stereo not given)?
TEAD-YAP inh: -1.7; GPR151 activ: 1.2; FBW7 activator: 0.0; MITF primary: 0.6

Results for Cc1cc(Br)ccc1NC(=O)c1ccc(Cl)cc1 ?
TEAD-YAP inh: -51.6; GPR151 activ: -0.4; FBW7 activator: -0.1; MITF primary: -0.2

What do the screens show for `O=C(CNCC1CCCO1)Nc1ccccc1-n1cccc1` (stereo not given)?
TEAD-YAP inh: 6.5; GPR151 activ: 0.1; FBW7 activator: -0.1; MITF primary: 19.1

Results for COc1ccc(-n2nc(C(=O)NCC(=O)N3CCCCCC3)c3ccccc3c2=O)cc1Cl ?
TEAD-YAP inh: -2.0; GPR151 activ: -0.7; FBW7 activator: -0.1; MITF primary: 1.3

How did COC(=O)c1cc(N=CC2=C(O)c3ccccc3C2=O)cc(C(=O)OC)c1 do in these assays?
TEAD-YAP inh: -9.3; GPR151 activ: 0.2; FBW7 activator: 0.2; MITF primary: -1.8

What do the screens show for `Cc1ccc(C(c2sc3nc(-c4ccco4)nn3c2O)N2CCCCC2)cc1` (stereo not given)?
TEAD-YAP inh: -6.5; GPR151 activ: 1.0; FBW7 activator: -0.1; MITF primary: -13.0

What do the screens show for `CC1CC(C)CN(CCCNc2ccc(C(=O)Nc3ccc(C(F)(F)F)cc3)cc2[N+](=O)[O-])C1` (stereo not given)?
TEAD-YAP inh: -8.6; GPR151 activ: 1.0; FBW7 activator: -0.7; MITF primary: 8.2

What do the screens show for `COc1ccc(/C=C2\Oc3cc(OC(=O)c4ccco4)ccc3C2=O)c(OC)c1OC`?
TEAD-YAP inh: -11.8; GPR151 activ: -0.9; FBW7 activator: -0.3; MITF primary: 7.4

What do the screens show for `CC(C)(C)c1ccc(S(=O)(=O)NCc2ccc(C(=O)NCC3CCCO3)cc2)cc1` (stereo not given)?
TEAD-YAP inh: 15.9; GPR151 activ: 0.2; FBW7 activator: 0.0; MITF primary: 16.0

Results for CC(C)c1cccc2sc(N(CC3CCCO3)C(=O)c3ccn(C)n3)nc12 (stereo not given) ?
TEAD-YAP inh: -1.3; GPR151 activ: 0.2; FBW7 activator: 0.1; MITF primary: -6.4

How did CN1CCc2c(sc(NC(=O)c3cccc(C(F)(F)F)c3)c2C(N)=O)C1 do in these assays?
TEAD-YAP inh: 1.5; GPR151 activ: -0.3; FBW7 activator: 0.6; MITF primary: 5.7

What do the screens show for `O=C(N/N=C/c1ccc(O)cc1)c1cc[n+](Cc2ccccc2)cc1`?
TEAD-YAP inh: 6.1; GPR151 activ: 1.1; FBW7 activator: -0.1; MITF primary: 15.9

Results for CC1CCN(CCCNC(=O)Cn2ncc3c2-c2ccccc2OC3)CC1 ?
TEAD-YAP inh: 1.7; GPR151 activ: -0.6; FBW7 activator: 0.0; MITF primary: 11.6

Results for CC1=C(C(=O)Nc2ccccc2C(F)(F)F)C(c2cccnc2)C2=C(CC(c3ccccc3)CC2=O)N1 (stereo not given) ?
TEAD-YAP inh: 3.8; GPR151 activ: -0.2; FBW7 activator: -0.1; MITF primary: -2.3

What do the screens show for `O=C1CCCN1CCOc1ccc(-c2cccc(-c3ccccc3)c2)cn1`?
TEAD-YAP inh: 2.4; GPR151 activ: 1.1; FBW7 activator: -0.3; MITF primary: 6.9

How did C/C(CC(=O)Nc1ccc(C(N)=O)cc1)=N\NC(=O)Cc1ccc([N+](=O)[O-])cc1[N+](=O)[O-] do in these assays?
TEAD-YAP inh: 1.6; GPR151 activ: 0.5; FBW7 activator: -0.1; MITF primary: 7.0

Results for CSc1cccc(NC(=O)c2ccccc2N(C)S(C)(=O)=O)c1 ?
TEAD-YAP inh: 12.5; GPR151 activ: 0.3; FBW7 activator: -0.1; MITF primary: 15.3

Results for O=S(=O)(/C=C/c1ccccc1)Nc1nccnc1-c1ccc(CO)cc1 ?
TEAD-YAP inh: -1.0; GPR151 activ: 0.4; FBW7 activator: -0.6; MITF primary: 22.6

How did CCc1ccccc1NC(=O)C(C)N(c1ccc(Cl)cc1)S(C)(=O)=O (stereo not given) do in these assays?
TEAD-YAP inh: 9.1; GPR151 activ: -0.5; FBW7 activator: 0.6; MITF primary: 15.4

How did CC(=O)Nc1ccc(NC(=O)CNS(=O)(=O)c2ccc(Br)cc2)cc1 do in these assays?
TEAD-YAP inh: -3.7; GPR151 activ: 3.2; FBW7 activator: -0.1; MITF primary: -3.2

Results for COc1cccc(C(=O)N2CCN(Cc3ccccc3[N+](=O)[O-])CC2)c1 ?
TEAD-YAP inh: -3.4; GPR151 activ: -0.4; FBW7 activator: 0.0; MITF primary: 48.0

How did COc1cc(N=c2ssnc2Cl)cc(OC)c1OC do in these assays?
TEAD-YAP inh: -1.2; GPR151 activ: 0.6; FBW7 activator: 0.1; MITF primary: -1.0

What do the screens show for `Cc1ccc2oc(-c3cccc(NC(=O)c4ccc(Br)cc4)c3C)nc2c1`?
TEAD-YAP inh: 0.3; GPR151 activ: 2.1; FBW7 activator: -0.1; MITF primary: -1.1

How did Cn1c(=O)c2c(ncn2CC(=O)Nc2ccc(OC(F)(F)F)cc2)n(C)c1=O do in these assays?
TEAD-YAP inh: 14.5; GPR151 activ: 0.9; FBW7 activator: 0.1; MITF primary: 8.2

Results for COCCNCC(=O)NC12CC3CC(CC(C3)C1)C2 ?
TEAD-YAP inh: 9.9; GPR151 activ: -0.1; FBW7 activator: -0.1; MITF primary: 2.1

Results for CCOC(=O)c1ccc(OCC(O)CN2CCCC2)cc1 (stereo not given) ?
TEAD-YAP inh: -2.8; GPR151 activ: 3.6; FBW7 activator: 0.0; MITF primary: 52.0*

Results for O=C(CSc1nc2ccccc2n1S(=O)(=O)c1ccc(Br)cc1)Nc1ccc(OC(F)(F)F)cc1 ?
TEAD-YAP inh: -0.1; GPR151 activ: -1.8; FBW7 activator: 0.1; MITF primary: 27.0

What do the screens show for `CC(=O)Nc1ccc(S(=O)(=O)Nc2ccc3[nH]c(C)cc3c2)cc1`?
TEAD-YAP inh: 2.5; GPR151 activ: 0.9; FBW7 activator: 0.2; MITF primary: 8.0

Results for CCNc1cc(C)nc(N2CCN(S(=O)(=O)c3cccc(Cl)c3)CC2)n1 ?
TEAD-YAP inh: 7.0; GPR151 activ: 0.8; FBW7 activator: 0.2; MITF primary: -7.0

What do the screens show for `O=C(Nc1ccc(Cl)c(Cl)c1)c1cc([N+](=O)[O-])nn1Cc1ccccc1`?
TEAD-YAP inh: -3.3; GPR151 activ: -0.2; FBW7 activator: -0.1; MITF primary: 3.4

What do the screens show for `OCCN1CCN(c2nc3nonc3nc2NCc2ccccc2)CC1`?
TEAD-YAP inh: 2.2; GPR151 activ: -0.4; FBW7 activator: -0.1; MITF primary: 2.1

Results for Cc1ccc(Cl)cc1N1CCN(Cc2nnnn2Cc2ccc(F)cc2)CC1 ?
TEAD-YAP inh: -12.3; GPR151 activ: -0.5; FBW7 activator: 0.0; MITF primary: 1.5

What do the screens show for `O=C(O)COc1ccc(Cl)cc1C=C1C(=O)NC(=S)NC1=O`?
TEAD-YAP inh: 4.6; GPR151 activ: 3.2; FBW7 activator: -0.1; MITF primary: -16.3

Results for Cc1cc(C=O)c(C)n1-c1ccc(C(=O)O)cc1 ?
TEAD-YAP inh: 6.7; GPR151 activ: 0.3; FBW7 activator: 0.2; MITF primary: 6.2

How did CCc1ccc(NC(=O)CSc2nc3c(c(=O)n2CCOC)SCC3)cc1 do in these assays?
TEAD-YAP inh: 11.1; GPR151 activ: 3.2; FBW7 activator: -0.1; MITF primary: 3.2

Results for CCOc1ccccc1C1C(C#N)=C(N)Oc2n[nH]c(-c3ccc(OC)c(OC)c3)c21 (stereo not given) ?
TEAD-YAP inh: 11.7; GPR151 activ: 0.7; FBW7 activator: 0.0; MITF primary: 10.4

What do the screens show for `O=C1N[C@@H](CO)C(=O)N2CCN(Cc3ccccc3)C[C@H]12`?
TEAD-YAP inh: 7.7; GPR151 activ: -0.8; FBW7 activator: 0.0; MITF primary: -0.8
